ARNT-TACC3 inh: disruptors of ARNT/TACC3 protein interaction, primary screen, biochemical, AlphaScreen, single concentration | hit rate 0.66% among 390,000 | Transforming acidic coiled-coil-containing protein 3 (Homo sapiens), Q9Y6A5 | AlphaScreen His-ARNT PAS-B/GST-TACC3 binding, luminescence; TACC3 fragment carries E629A point mutation | inhibition, % at 9.99 µM | AID 623870, 2012;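 active means mean inhibition of replicates at least 50% and at least half of replicates each reaching 50%; inconclusive means half or more replicates reach 50% but mean below 50%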;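 further: 0% = complete ARNT plus TACC3 wells and 100% = ARNT alone without TACC3; many hits fall short of the cut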
DENV2 CPE: inhibitors of DENV2 cytopathic effect, primary screen, cell-based, plate reader, single concentration. hit rate 1.7% among 350,000. CPE inhibition, % at 9.99 µM. AID 651640, 2012. DENV2-infected cells, cytopathic effect rescue; in the data active means CPE inhibition above about 20%, passing the limit was not always enough; inconclusive means no clear call, values can overlap the other calls; tested in BHK-21 cells;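 further: 0% = median of neutral control wells and 100% = median of positive control wells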
F508del corr: F508del CFTR correction, initial screen, CFBE line, single point; CFBE cells, YFP halide quenching; stimulated with forskolin plus potentiator P3; % fluorescence drop versus neutral controls; activity (quench increase), % at 7.58 µM; hit rate 0.36% among 350,000;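 active means mean added fluorescence quench of at least 8% versus neutral control, with both replicates also reaching 8%; inconclusive means only one of the mean or replicate conditions met; inactive means mean below 8% and not both replicates reaching 8%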;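 further: cells transiently co-express mutant CFTR-F508del with the halide-sensitive YFP; corrector assay measuring rescue of mutant channel to the surface after 24 h compound exposure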
XiGFP reactiv: activators of inactive X chromosome reactivation, primary screen, imaging, XiGFP fibroblasts, GFP high-content imaging, set 2 | XiGFP mouse fibroblasts, % GFP-positive cells imaging, 3 d; cells co-treated with 5-aza-dC sensitizer; scaled so ellipticine positive control = 100% | activation, % at 7.58 µM | hit rate 0.055% among 360,000;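 active means mean normalized replicate activation at least 10% and every replicate at or above 10%; inconclusive means only one of the two criteria met; inactive means mean below 10% and not all replicates reach 10%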;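 further: 0% = median of on-plate neutral control wells and 100% = ellipticine 6 µM median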
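System: 68-5-11 XiGFP fibroblast line | Buffer or medium: DMEM containing 5-aza-dC | Compound: Single point | Times: Compounds 3 days, fix/stain 15 min at room temperature | Benchmarks: Positive control ellipticine, 6 µM final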
GSIS activator: GLuc luminescence reporter in INS-1E cells, primary screen for activators of glucose-dependent secretion of insulin; activation, % at 16.6 µM; hit rate 0.61% among 370,000; INS-1E GLuc reporter insulin secretion, 2-3 h; AID 743287, 2014;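 active means lowest replicate activation of at least 40%, so every replicate reaches that level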;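 further: 0% = median of neutral control wells and 100% = median of IBMX positive control wells; some compounds called inactive have numbers as strong as hits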
PAX8 inh HTS: inhibitors of PAX8-driven TPO luciferase reporter, primary screen, RMG-I cells, single concentration; SteadyGlo, 24 h; inhibition, % at 12.6 µM; hit rate 1.2% among 360,000; AID 652154, 2013;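 active means mean replicate inhibition at least 60% with every replicate also reaching 60%; inconclusive means only one of the two criteria is met; inactive means mean below 60% and not all replicates reaching 60%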;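 further: luciferase light reporting Pax8 driven TPO promoter activity; plate controls were median of neutral control wells for no effect and mitoxantrone controls for full effect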
EWS-Fli inh: EWS/Fli-driven NR0B1 reporter inhibitors, primary screen, A673 cells, NR0B1 luciferase, luminescence, MLPCN library | viability-normalised | inhibition, % at 12.6 µM | hit rate 0.67% among 350,000;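 active means mean inhibition of at least 50% after viability correction, with every replicate also passing that limit; inconclusive means mean reaches 50% but only one of two replicates passes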;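 further: firefly luciferase signal divided by Alamar Blue viability fluorescence both relative to DMSO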
ERp5 block: inhibitors of ERp5-driven insulin aggregation, primary screen, biochemical, turbidity, absorbance 650 nm, single point; AID 651711, 2012; inhibition, % at 9.99 µM; Protein disulfide-isomerase A6 (Homo sapiens), Q15084; 90 min; hit rate 0.05% among 350,000;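 active means mean replicate inhibition above about 25%, with every replicate also reaching it, limit read from the data, passing the limit was not always enough; inconclusive means only one of those two criteria met; inactive means neither criterion met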
Target sequence (Q15084 whole entry, looked up): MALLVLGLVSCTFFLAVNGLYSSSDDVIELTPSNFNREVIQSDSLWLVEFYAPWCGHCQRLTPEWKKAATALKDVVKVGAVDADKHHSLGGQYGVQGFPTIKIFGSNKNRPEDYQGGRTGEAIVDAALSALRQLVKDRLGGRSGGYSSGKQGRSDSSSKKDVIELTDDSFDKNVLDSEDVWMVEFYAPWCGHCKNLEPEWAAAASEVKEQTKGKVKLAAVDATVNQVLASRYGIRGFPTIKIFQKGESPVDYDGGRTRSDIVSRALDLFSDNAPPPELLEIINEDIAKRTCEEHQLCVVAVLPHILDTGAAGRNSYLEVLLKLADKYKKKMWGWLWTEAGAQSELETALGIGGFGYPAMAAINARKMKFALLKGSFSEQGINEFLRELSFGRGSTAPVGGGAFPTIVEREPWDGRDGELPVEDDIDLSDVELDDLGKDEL
* marks the source's active call; other numbers are inactive results; ? = inconclusive; / = no result given. An unsorted share of the library; any-hit rate near 4.2%.

Molecule	ARNT-TACC3 inh	DENV2 CPE	F508del corr	XiGFP reactiv	GSIS activator	PAX8 inh HTS	EWS-Fli inh	ERp5 block
c1ccc2[nH]c(NCc3ccc4c(c3)OCO4)nc2c1	-2	-8	/	0.0	-5	-109	-67	-1
C[C@H]1CN([C@@H](C)CO)C(=O)c2cccc(NC(=O)Nc3ccc(F)cc3)c2O[C@H]1CN(C)Cc1ccc(C(=O)O)cc1	-5	12	0.6	0.1	-9	-13	-5	-1
CC(=O)N1[C@@H]2c3ccc(-c4ccccc4F)c(=O)n3C[C@@H]2[C@@H](CO)[C@@H]1C(=O)NCC1CC1	-5	-6	-3.5	0.7	7	-1	-6	-6
CCn1nccc1C(=O)Nc1ccccc1OC	-7	-2	2.3	0.0	6	-2	-14	3
COc1ccc(N2CC(C(=O)Nc3ccc(S(=O)(=O)Nc4nccs4)cc3)CC2=O)cc1 (stereo not drawn)	4	-4	2.3	0.1	2	8	6	2
CCCCCCCNC(=O)C1(CC2CC(c3ccc(Cl)cc3)=NO2)CCN(C(=O)Cc2ccc(F)cc2)CC1 (stereo not drawn)	-6	-17	2.6	0.0	-13	36	9	-2
O=c1nc(-c2ccccc2)n(-c2ccccc2)c2ncccc12	1	-5	2.2	/	6	/	1	-6
CCN(CC(=O)Nc1c(F)cccc1F)C(=O)/C=C/c1cn(Cc2ccccc2)nc1-c1cccnc1	2	-7	1.7	0.3	8	7	2	-2
Cc1cc(NC(=O)CSc2nnc3c(C)cc4ccccc4n23)no1	-4	-2	4.4	/	-9	/	-11	-3
CC(C)(C)NC(=O)/C(=C/c1ccccc1F)NC(=O)c1ccc([N+](=O)[O-])cc1	-7	5	0.5	0.0	5	-3	-4	-4
CN(Cc1ncc[nH]1)C(=O)c1cc(COc2c(F)cccc2F)on1	/	-9	1.1	0.2	-1	-10	11	2
C[C@H]1CN([C@@H](C)CO)C(=O)c2cccc(NS(=O)(=O)c3cn(C)cn3)c2O[C@H]1CN(C)C(=O)Nc1ccc(F)cc1	-1	-11	0.4	-1.2	-3	-16	7	-4
CC(C)CC#Cc1ccc([C@@H]2[C@@H](CO)N3C(=O)CN(C(=O)CN4CCOCC4)C[C@H]23)cc1	/	8	-2.1	0.6	-3	/	-1	-9
O=C(CCC1CCCN(C(=O)Cn2cnnn2)C1)NCc1ccccc1F (stereo not drawn)	-10	5	2.2	0.1	8	-13	4	-12
C[C@@H]1CCCCO[C@H](CN(C)C(=O)Nc2cccc3ccccc23)[C@H](C)CN([C@H](C)CO)C(=O)c2cc(N(C)C)ccc2O1	12	-11	-0.1	0.1	-26	55	6	-1
CCOCC(O)CNc1ccccc1 (stereo not drawn)	1	/	/	0.2	9	10	1	/
O=C(Nc1ccccc1)OCCN1CCOCC1	-3	0	-0.7	0.0	/	-30	-7	-3
CCN(CC)CCN1C(=O)c2ccccc2NC1c1ccc(Br)cc1 (stereo not drawn)	4	0	2.3	5.1	-11	16	-3	3
C[C@H](NC(=O)c1ccco1)C(=O)NC1CCCCCC1	/	-3	-1.3	0.2	-7	-12	-5	7
CCOC(=O)C1(C)NC(c2ccc(O)cc2)C2C(=O)N(c3ccccc3)C(=O)C21 (stereo not drawn)	-4	3	-0.2	0.0	-2	-9	-2	4
C[C@@H]1CN([C@H](C)CO)C(=O)Cc2cc(NC(=O)CCN3CCOCC3)ccc2O[C@H]1CN(C)S(C)(=O)=O	2	15	-0.3	0.1	25	-23	-4	-1
CC1CCCC(NC(=O)COC(=O)c2cc(S(=O)(=O)N3CCOCC3)ccc2F)C1C (stereo not drawn)	-15	3	-1.9	0.2	-1	1	0	0
O=C1C2ON(c3ccccc3)C(c3ccncc3)C2C(=O)N1c1ccc(N2CCOCC2)cc1 (stereo not drawn)	11	-6	-3.4	0.0	-1	3	-3	2
CN(CC(=O)Nc1cccc(F)c1)C(=O)CCc1nc2ccccc2c(=O)[nH]1	/	3	1.7	0.0	3	-12	-12	4
CCCCNC(=O)Cn1c2c(c(-c3ccccc3Cl)cc1=O)CCC2	/	5	-2.9	0.0	/	10	1	-7
Cc1cccc(OCC(=O)NCCCNC(=O)c2ccccn2)c1	-2	-3	-0.4	0.0	5	-5	1	-1
Cc1ccc(S(=O)(=O)NC(CC(=O)O)c2cccs2)cc1 (stereo not drawn)	-3	1	-0.7	0.0	17	-57	9	-2
CC1(C(=O)NS(=O)(=O)c2cccc(C#N)c2)CCN1C(=O)c1cccc2ccccc12 (stereo not drawn)	/	12	-3.6	0.0	3	2	16	-2
Cc1ccc(CN(CCO)CCO)cc1	-1	-1	-0.9	0.1	-3	-10	4	5
O=C(Nc1ccccc1F)N[C@@H]1CC[C@@H](CCNS(=O)(=O)c2ccccc2)O[C@H]1CO	-14	3	-1.8	-0.1	-4	15	-3	1
COc1ccccc1NC(=O)N1CCCCN2[C@H](CO)[C@H](c3ccc(-c4ccc(C)cc4)cc3)[C@@H]2C1	0	15	3.3	0.1	-3	4	9	3
CC(=O)Nc1cccc(-c2csc(Nc3ccc(C)cn3)n2)c1	8	/	/	0.0	-14	-77	/	/
O=C(c1cc(S(=O)(=O)NCc2ccco2)ccc1Br)N1CCOCC1	-5	6	-1.5	-0.1	-8	3	6	0
O=S(=O)(Nc1ncccn1)c1ccc(NS(=O)(=O)c2cccc(Cl)c2Cl)cc1	-3	3	-1.6	0.0	-5	-3	-7	0
CCC(=O)N1CCC2(CC1)Oc1ccc(Cl)cc1C(=O)C21CC(c2ccc(Cl)cc2)=NO1 (stereo not drawn)	0	90*	-0.9	0.0	-7	33	1	4
COc1ccc(NC(=O)N[C@@H]2CC[C@H](CC(=O)NCc3ccccn3)O[C@@H]2CO)cc1	5	-3	-1.7	0.8	7	-5	-6	3
COc1ccc(-c2cnc3c(c2)C(=O)N([C@@H](C)CO)C[C@H](C)[C@@H](CN(C)C)O3)cc1	6	?	3.6	-0.7	12	/	9	-2
CCCNC(=O)N(C)C[C@H]1Oc2cc(C#CCOC)ccc2S(=O)(=O)N([C@H](C)CO)C[C@@H]1C	-8	-7	1.6	-0.9	19	/	-4	-3
C/C(=N\Nc1cccc2cccnc12)c1ccccc1O	-8	1	-2.8	0.0	-2	-59	-11	-3
COc1ccc(C(=O)N2CCCC(c3ccccc3)=N2)cc1	7	9	-1.9	0.0	-2	-1	-1	0
C[C@@H]1CN([C@H](C)CO)C(=O)CCCn2cc(nn2)CO[C@@H]1CN(C)S(=O)(=O)c1ccc(F)cc1	0	-5	1.5	0.2	-8	/	-3	-1
COc1ccc2c3c([nH]c2c1)[C@H](CO)N(Cc1ccccc1)CC31CN(S(=O)(=O)c2ccc(C)cc2)C1	/	36*	4.4	0.3	7	/	-14	5
COc1cc(CN(C)CC2CCCN(CCc3cccc(C(F)(F)F)c3)C2)ccc1O (stereo not drawn)	11	?	-0.8	0.0	-14	29	19	-1
CCc1cc(C(=O)NN2C(=O)NC3(CCCCC3)C2=O)sc1C	3	3	-3.0	0.1	-6	21	-4	3
CN=C1NN=C(c2cc(C)n(-c3c(C)n(C)n(-c4ccccc4)c3=O)c2C)CS1	/	5	-2.0	0.2	-2	15	8	8
CN1C(=O)c2cc(NC(=O)C3CCOCC3)ccc2OC[C@H]2O[C@@H](CC(=O)Nc3ccc4c(c3)CCCC4)CC[C@@H]21	/	/	-1.1	0.0	-1	23	-3	/
O=C(NNS(=O)(=O)c1ccccc1)c1cccs1	-3	/	/	0.3	9	10	/	/
Cc1nc2c(N)nn(C)c2nc1C	/	10	-0.8	0.2	2	10	0	-1
COc1cccc(S(=O)(=O)N(C)C[C@H]2Oc3cc(C#CCC(C)C)ccc3S(=O)(=O)N([C@H](C)CO)C[C@H]2C)c1	-8	?	-2.8	-0.4	-8	/	20	1
CS(=O)(=O)c1ccc(-c2cccc(NC(=O)c3ccc4c(c3)OCO4)c2)nn1	/	6	0.2	0.0	1	-4	-2	0

The results go on:
Molecule	ARNT-TACC3 inh	DENV2 CPE	F508del corr	XiGFP reactiv	GSIS activator	PAX8 inh HTS	EWS-Fli inh	ERp5 block
Cc1cc(C)c(CN2CCC(n3nccc3NC(=O)C3CCCC3)CC2)cc1C	6	9	-4.7	0.1	-20	-4	7	6
COc1ccccc1C(O)P(=O)(OCC(C)C)c1ccc(N(C)C)cc1 (stereo not drawn)	7	?	-1.8	0.1	-13	11	13	3
COc1cccc(C(=O)NCCS(=O)(=O)NCc2cccnc2)c1	-4	/	-1.8	0.5	3	-23	-8	4
Fc1ccc2nc(Nc3nc4c(F)cc(F)cc4s3)sc2c1	-18	0	3.9	0.1	6	/	-25	-7
CSCC[C@H](NC(=O)c1ccc2c(c1)OCO2)c1nnc2ccccn12	-2	-1	0.5	0.0	2	13	/	-5
COc1ccc(-c2ccc(-c3noc(-c4ccccc4)n3)c(OC)n2)cc1	-2	0	2.7	/	5	/	-10	-2
C[C@@H]1CN([C@H](C)CO)C(=O)c2cc(C#Cc3ccccn3)cnc2O[C@@H]1CN(C)Cc1cccnc1	-5	0	-0.1	-0.6	19	/	-1	3
O=C(CN1CCC(NC(=O)c2cccc(F)c2)CC1)Nc1ccc(Br)cc1	-2	13	-2.8	0.1	-18	-3	22	1
O=[N+]([O-])c1cccnc1NCc1cccs1	-3	-2	0.2	0.4	19	-21	-18	-2

Compound activity: PubChem, Broad Institute
